Source: PubChem BioAssay (The Scripps Research Institute Molecular Screening Center)
ADAM10 inh = human ADAM10 inhibitors, primary screen, biochemical, QFRET, HTS; recombinant ADAM10, EDANS/DABCYL FRET peptide cleavage, 3 h; inhibition, % at 7 µM; 370,000 compounds, 0.62% hits; AID 720582, 2013;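 active means inhibition above a per-campaign cutoff equal to the mean of compounds falling between control-based bounds plus 3 SD, cut at about 20% in these data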;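 further: 0% = DMSO wells while the 100% control is not disclosed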
KLK7 zymogen act = proKLK7 zymogen activators, primary screen, biochemical, fluorescence intensity; activation, % at 7 µM; purified proKLK7, EDANS-DABCYL substrate fluorescence; 100% is mature enzyme control, 0% vehicle; Kallikrein-7 (Homo sapiens), P49862; 370,000 compounds, 0.9% hits;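 active means activation above the mean of all tested compounds plus 3 SD, computed per campaign excluding outliers beyond control limits, cut at about 13% in these data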
PLC-gamma1 inh = PLC-gamma1 enzyme inhibitors, primary screen, biochemical, fluorescence, purified enzyme | 1-phosphatidylinositol 4,5-bisphosphate phosphodiesterase gamma-1 (Homo sapiens), P19174 | fluorogenic substrate | inhibition, % at 12.2 µM | 370,000 compounds, 0.84% hits | AID 720700, 2013; in the data active means inhibition above about 9.5%
ASAP1 GAP inh = inhibitors of human ASAP1 ArfGAP activity, primary screen, biochemical, fluorescence polarization. inhibition, % at 16.5 µM. ASAP1-stimulated ARF1 GTP hydrolysis, GDP FP detection. 360,000 compounds, 0.19% hits. Arf-GAP with SH3 domain, ANK repeat and PH domain-containing protein 1 (Homo sapiens), …; in the data active means inhibition above about 25%;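 further: 0% = vehicle with enzyme and substrate and 100% = no enzyme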
Target sequence (Q9ULH1 325-724 limits assumed): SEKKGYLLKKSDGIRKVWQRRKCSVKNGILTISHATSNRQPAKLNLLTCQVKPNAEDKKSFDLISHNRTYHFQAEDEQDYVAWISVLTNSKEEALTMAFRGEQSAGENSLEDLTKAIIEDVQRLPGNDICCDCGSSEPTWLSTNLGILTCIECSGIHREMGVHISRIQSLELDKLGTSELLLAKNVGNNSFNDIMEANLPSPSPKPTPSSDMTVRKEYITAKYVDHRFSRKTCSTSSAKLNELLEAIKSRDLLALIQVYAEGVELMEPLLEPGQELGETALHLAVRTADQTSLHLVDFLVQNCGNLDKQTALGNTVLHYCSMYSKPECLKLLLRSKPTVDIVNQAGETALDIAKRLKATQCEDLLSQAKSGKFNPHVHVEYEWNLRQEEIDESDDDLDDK
ADAM17 inh = ADAM17 inhibitors, primary screen, biochemical, QFRET | recombinant ADAM17, EDANS/DABCYL FRET peptide cleavage | inhibition, % at 6.95 µM | Disintegrin and metalloproteinase domain-containing protein 17 (Homo sapiens), P78536 | 370,000 compounds, 0.83% hits;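 active means inhibition above the mean of compounds lying between control limits plus 3 SD, set per campaign, cut at about 8.5% in these data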;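 further: 0% = DMSO-only wells as the low control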
Tn6 DDE FP = inhibitors of Tn6 peptide binding to fibrin DD(E), primary screen, biochemical, fluorescence polarization, human fibrin, Tn6 probe | Fibrinogen beta chain (Homo sapiens), P02675 | Fibrin DD(E) TRITC-Tn6 fluorescence polarization displacement | inhibition, % at 8.3 µM | 370,000 compounds, 0.21% hits;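 active means inhibition above a per-campaign cutoff: mean of compounds within control limits plus 3 SD, cut at about 15% in these data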;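 further: 0% = median of all compound wells on the plate and 100% = blocking peptide control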
Target sequence (P02675 whole entry, looked up): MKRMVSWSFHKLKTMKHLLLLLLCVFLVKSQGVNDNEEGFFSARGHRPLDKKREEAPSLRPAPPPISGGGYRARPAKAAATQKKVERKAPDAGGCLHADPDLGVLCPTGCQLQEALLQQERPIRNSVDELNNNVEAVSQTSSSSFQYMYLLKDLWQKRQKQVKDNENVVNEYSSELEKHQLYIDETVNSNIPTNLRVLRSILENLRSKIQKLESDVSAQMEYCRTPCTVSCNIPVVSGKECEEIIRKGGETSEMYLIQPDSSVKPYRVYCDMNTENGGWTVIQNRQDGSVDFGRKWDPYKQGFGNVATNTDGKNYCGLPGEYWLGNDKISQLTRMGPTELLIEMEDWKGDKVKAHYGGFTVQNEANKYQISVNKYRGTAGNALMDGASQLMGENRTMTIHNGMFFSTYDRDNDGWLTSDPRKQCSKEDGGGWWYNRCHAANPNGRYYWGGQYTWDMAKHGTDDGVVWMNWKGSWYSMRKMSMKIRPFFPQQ
LEDGF integ inh = blockers of LEDGF/p75-dependent integrase strand transfer – biochemical, TR-FRET, high throughput, primary screen | HIV-1 integrase (with human LEDGF/p75) | TR-FRET IN-LEDGF/p75 DNA integration, Eu/Cy5 | inhibition, % at 3.7 µM | 370,000 compounds, 0.64% hits;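 active means inhibition above the screen-wide mean plus 3 SD, cut at about 13% in these data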;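 further: signal is the Cy5 over europium emission ratio at 671 and 618 nm; 0% = plate median of compound wells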
ARFGAP1 inhibitor = inhibitors of rat ARFGAP1 GAP activity, primary screen, biochemical, fluorescence polarization, GDP tracer; AID 651572, 2012; ADP-ribosylation factor GTPase-activating protein 1 (Rattus norvegicus), Q62848; Arfgap1-stimulated ARF1 GTP hydrolysis, GDP FP detection; 360,000 compounds, 0.26% hits; inhibition, % at 16.5 µM;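 active means inhibition above a per-plate limit, mean inhibition of low control wells plus 3 SD, cut at about 25% in these data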;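 further: 0% = DMSO wells with enzyme and 100% = wells lacking Arfgap1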
Target sequence (Q62848 1-136 limits assumed): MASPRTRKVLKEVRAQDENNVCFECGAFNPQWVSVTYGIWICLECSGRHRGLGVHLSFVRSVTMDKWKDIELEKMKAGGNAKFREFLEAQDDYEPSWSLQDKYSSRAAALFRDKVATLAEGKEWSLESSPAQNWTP
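Replicates: Single well per compound | Assay system: Truncated rat Arfgap1 GAP domain | Control set: No-Arfgap1 wells (100%) versus DMSO full-reaction wells (0%) | Times: Enzyme reaction 120 min at 25 °C after 20 min preincubation | Reagent: Human ARF1(Δ1-17)-GTP substrate | Measured by: Tracer-displacement fluorescence polarization with EDTA stop, 620/688 nm | Measure: Percent inhibition of Arfgap1-stimulated GTP hydrolysis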
DDE Tn7 FP inh = inhibitors of Tn7 peptide binding to fibrin DD(E), primary screen, biochemical, fluorescence polarization, human fibrin, Tn7 probe; inhibition, % at 8.3 µM; FP displacement of FITC-Tn7 peptide from fibrin DD(E); 0% = median of compound wells per plate; Fibrinogen beta chain (Homo sapiens), P02675; 370,000 compounds, 0.13% hits;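 active means inhibition above the mean of compounds falling within the control limits plus 3 SD of them, cut at about 14% in these data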;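 further: 0% = plate median of compound wells and 100% = 10 µM Aha-Tn7 peptide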
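Assay system: Fibrin-DD(E) protein isolated from polymerized human fibrin clots; read-out basis: percent inhibition; medium: Tris/NaCl/CaCl2 buffer, pH 7.8; signal: FP measurement; incubation: 10 min plus 3 h, room temperature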
TDP2 inh = human TDP2 enzyme inhibitors, primary screen, biochemical, epi absorbance, recombinant enzyme; AID 720702, 2013; inhibition, % at 12.8 µM; Tyrosyl-DNA phosphodiesterase 2 (Homo sapiens), O95551; 370,000 compounds, 0.34% hits; T5PNP hydrolysis, p-nitrophenol absorbance 415 nm;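 active means inhibition above the mean of all tested compounds plus 3 SD, set per campaign, cut at about 25% in these data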;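 further: 0% = DMSO with enzyme and 100% = buffer with substrate but no TDP2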
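Assay system: Recombinant human TDP2 | Quantity: 120 nM TDP2 per well | Incubation: 2 h at 37 °C | Signal: Epi absorbance | Evaluation: Percent inhibition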
Numbers without * were called inactive; . = no result given.

ADAM10 inh	KLK7 zymogen act	PLC-gamma1 inh	ASAP1 GAP inh	ADAM17 inh	Tn6 DDE FP	LEDGF integ inh	ARFGAP1 inhibitor	DDE Tn7 FP inh	TDP2 inh	SMILES
-2	-0.8	-3	9	1	0	3	9	-2	5	CN1CCN(C(=O)c2cc(=O)c3cc(Cl)cc(Cl)c3o2)CC1
2	0.5	3	-3	3	6	-5	-3	1	-8	COc1cc(/C=N/NC(N)=S)ccc1OCC(=O)Nc1ccc(C)cc1
3	0.4	1	6	-2	-1	-1	-4	3	8	CC(C)c1ccc(NC(=O)C2C3C=CC4(CN(Cc5cccnc5)C(=O)C24)O3)cc1 (centres undefined)
1	0.6	6	10	-3	-3	0	11	1	-1	Cc1cc([N+](=O)[O-])ccc1NCc1ccc2ccccc2c1
-14	0.3	-32	2	5	-1	2	5	-1	-1	O=c1cc(CN2CCN(C/C=C/c3ccccc3)CC2)c2cc(O)c(-c3ccccc3)cc2o1
5	-0.5	6	-5	1	-8	2	10	-6	-14	NC(=S)c1c(Cl)cc(C(F)(F)F)cc1Cl
-2	0.3	1	0	-4	3	-2	2	-3	7	CC1CCN(C(=O)c2ccc(NC(=O)c3cccs3)cc2)CC1
-2	0.6	-2	1	-3	5	1	-11	0	8	COc1cc(C)c2occ(/C(C)=N\O)c2c1
-2	-0.3	-2	-12	0	1	-4	-2	5	-13	CC(Cc1cccs1)NC(=O)Nc1ccc(Cl)cc1 (centres undefined)
2	-0.9	0	-15	-5	1	-3	-11	4	5	CCNC(=O)C1(C)CCCN(Cc2cccc3ccccc23)C1 (centres undefined)
-2	0.0	2	5	-3	-5	0	7	3	0	Cc1cc(C)cc(NC(=O)c2ccc(NC3=NC4CS(=O)(=O)CC4S3)cc2)c1 (centres undefined)
10	0.0	3	3	3	-4	4	3	5	-6	COc1ccc(/C=C(/NC(=O)c2ccccc2)C(=O)N2CCC(C)CC2)cc1
-4	0.4	1	0	-4	2	-2	3	-2	3	COCCN=C1N[C@@H](c2ccc(Br)cc2)C(C(=O)OC)=C(C)N1Cc1ccccc1
-16	0.2	1	-13	0	-1	1	6	-2	2	COCCCNS(=O)(=O)c1ccc(OC)c(Cl)c1Cl
-8	0.5	-2	2	3	-3	-4	15	-6	-6	CC(=O)c1ccc(C(=O)N2CCCC(C(=O)c3cc(F)ccc3F)C2)s1 (centres undefined)
-3	-1.6	-4	6	-2	-4	5	6	-6	0	CCCN(C(=O)C1=COCCO1)c1c(N)n(Cc2ccccc2)c(=O)[nH]c1=O
-7	0.1	-1	-13	-5	-3	2	-3	-4	6	Cc1[nH]c2ccc(C(=O)N3CCN(C)CC3)cc2c1C
-3	1.1	-66	-4	0	1	-3	-8	-5	13	CC1=CC(C)(C)Nc2ccc(OC(=O)c3cccnc3)cc21
-1	0.0	0	-13	1	-3	0	10	-4	3	CCOc1ccc(CCNC(=O)CS(=O)(=O)Cc2nc(-c3ccc(OC)cc3)oc2C)cc1
-3	-0.3	0	8	-2	3	-2	-2	-3	3	Cn1c(SCC(=O)c2ccc(F)cc2)nnc1-c1cnccn1

A different layout for part of the listing above.
Results follow in this order: ADAM10 inh	KLK7 zymogen act	PLC-gamma1 inh	ASAP1 GAP inh	ADAM17 inh	Tn6 DDE FP	LEDGF integ inh	ARFGAP1 inhibitor	DDE Tn7 FP inh	TDP2 inh
COCCCNS(=O)(=O)c1ccc(OC)c(Cl)c1Cl
 : -16	0.2	1	-13	0	-1	1	6	-2	2
CC(=O)c1ccc(C(=O)N2CCCC(C(=O)c3cc(F)ccc3F)C2)s1 (centres undefined)
 : -8	0.5	-2	2	3	-3	-4	15	-6	-6
CCCN(C(=O)C1=COCCO1)c1c(N)n(Cc2ccccc2)c(=O)[nH]c1=O
 : -3	-1.6	-4	6	-2	-4	5	6	-6	0
Cc1[nH]c2ccc(C(=O)N3CCN(C)CC3)cc2c1C
 : -7	0.1	-1	-13	-5	-3	2	-3	-4	6
CC1=CC(C)(C)Nc2ccc(OC(=O)c3cccnc3)cc21
 : -3	1.1	-66	-4	0	1	-3	-8	-5	13
CCOc1ccc(CCNC(=O)CS(=O)(=O)Cc2nc(-c3ccc(OC)cc3)oc2C)cc1
 : -1	0.0	0	-13	1	-3	0	10	-4	3

The listing continues.
ADAM10 inh	KLK7 zymogen act	PLC-gamma1 inh	ASAP1 GAP inh	ADAM17 inh	Tn6 DDE FP	LEDGF integ inh	ARFGAP1 inhibitor	DDE Tn7 FP inh	TDP2 inh	SMILES
0	0.7	-2	-6	-1	2	3	11	-1	3	O=C1NC(=O)C2(CCC(C3CCCCC3)CC2)N1 (centres undefined)
-3	0.5	-1	-6	-2	5	-1	-7	-3	5	CC(C)Cn1c(N)c(C(=O)COC(=O)Cc2cccc(C(F)(F)F)c2)c(=O)n(C)c1=O
-9	0.3	-4	-1	-5	4	1	-6	-5	-14	Cc1sc2nc(CN3CCCC3)nc(Cl)c2c1C
-68	-0.3	-172	6	-22	3	3	0	4	-7	Cc1ccc(-c2nc3cccnc3s2)cc1NS(C)(=O)=O
3	0.0	-1	-4	-3	-6	0	1	3	-9	CCOC(=O)C1CCN(C(=O)Nc2c(-c3ccccc3)noc2C)CC1
0	-0.2	1	7	0	4	4	16	1	-1	COC(=O)C[C@@H]1C=C[C@@H](NC(=O)c2ccc3c(c2)OCO3)[C@@H](CO)O1
7	0.3	0	-3	-1	9	1	-5	-3	-5	COc1cccc(-c2cn(C[C@H]3CC[C@@H]([C@@H]4CC[C@H](Cn5cc(-c6cccc(OC)c6)nn5)O4)O3)nn2)c1
-4	-0.1	1	0	0	3	-2	1	4	0	CCNC(=S)N1CCN(S(=O)(=O)c2cccc(C(F)(F)F)c2)CC1
-1	-0.2	0	-3	-2	6	-9	7	0	-9	Cc1nn(CC#N)c(=O)n1-c1ccc(C(C)C)cc1
7	0.2	1	2	-1	0	-1	1	-6	9	CCNC(=O)NC(=O)C(C)OC(=O)c1cc(S(=O)(=O)N2CCCCCC2)ccc1OC (centres undefined)
1	0.1	8	8	0	2	-6	4	5	-10	Fc1cccc(NC(=S)NCc2ccccc2Cl)c1
-1	-0.4	2	7	-3	2	1	0	2	15	COc1ccc(OCc2cc(C(=O)N(C)Cc3cc(C)no3)no2)c(Cl)c1
-14	-0.3	-3	-18	0	7	0	10	2	-1	CC(OC(=O)c1cccc(-n2cnnn2)c1)C(=O)Nc1ccc(F)cc1Cl (centres undefined)
-2	-0.7	3	6	-1	3	0	-9	7	8	COc1ccc(OCC(=O)Nc2ccc(S(=O)(=O)N3CCCC3)cc2)cc1
2	0.0	1	-6	1	6	0	-4	-5	14	COc1ccccc1OCc1nc2ccccc2n1C
5	-0.3	3	1	-1	0	-1	9	1	-9	Cn1c2c(c(=O)n(C)c1=O)C(c1ccc(C(F)(F)F)cc1)CC(=O)N2 (centres undefined)
5	0.7	-2	3	0	-2	-4	20	6	-6	COc1ccc(NC(=O)COC(=O)CCCC2=NS(=O)(=O)c3ccccc3N2)cc1Cl
-7	0.7	-1	-20	-3	-1	-2	2	3	-3	CCC(=O)OC1(C(C)=O)CCC2C3CCC4=CC(=O)CCC4(C)C3CCC21C (centres undefined)
3	-0.2	1	-4	-2	-2	-1	1	2	5	Cc1cc(Cl)c(OCCCn2cncn2)c(Br)c1
2	-0.4	4	-6	2	-2	0	-4	-7	-5	Cc1ccc(S(=O)(=O)N/N=C\c2ccc(Cl)c([N+](=O)[O-])c2)cc1
-10	0.1	3	6	-4	-4	3	10	3	9	COC(=O)[C@@]12C[C@@H](CC(=O)N3CCC(c4ccccc4)CC3)C(=O)N(Cc3cccc4ccccc34)C1=CCC(C)(C)C2
1	-0.6	2	15	-4	-7	-4	3	1	2	O=[N+]([O-])c1cc(Cl)ccc1N1CCN(c2cccc(C(F)(F)F)c2)CC1
4	-0.5	1	-2	-4	-6	-1	1	2	5	COc1ccc(C(=O)NCC(=O)N/N=C/c2cccnc2)cc1OC
-6	-0.2	-1	1	1	2	-1	-12	8	18	CC(Oc1ccccc1)C(=O)Nc1ccc(NC(=O)c2ccccc2)cc1 (centres undefined)
-4	0.1	2	1	-7	-2	-6	7	2	5	O=C(Cn1cc(C(F)(F)F)ccc1=O)Nc1ccccc1
13	-0.4	-8	.	7	-9	2	.	-6	5	O=c1c2ccccc2[nH]n1[C@@H](Cc1ccccc1)Cn1cc(-c2ccc(-c3ccccc3)cc2)nn1
6	0.7	1	-3	1	4	0	-7	4	20	CSc1nnc(NC(=O)c2ccc(S(=O)(=O)N3CCOCC3)cc2)s1

Structures shown so far with a nitro group on carbon:
ADAM10 inh	KLK7 zymogen act	PLC-gamma1 inh	ASAP1 GAP inh	ADAM17 inh	Tn6 DDE FP	LEDGF integ inh	ARFGAP1 inhibitor	DDE Tn7 FP inh	TDP2 inh	SMILES
1	0.6	6	10	-3	-3	0	11	1	-1	Cc1cc([N+](=O)[O-])ccc1NCc1ccc2ccccc2c1
2	-0.4	4	-6	2	-2	0	-4	-7	-5	Cc1ccc(S(=O)(=O)N/N=C\c2ccc(Cl)c([N+](=O)[O-])c2)cc1
1	-0.6	2	15	-4	-7	-4	3	1	2	O=[N+]([O-])c1cc(Cl)ccc1N1CCN(c2cccc(C(F)(F)F)c2)CC1
